mcGAS MS inh = inhibitors of Mus musculus cyclic GMP-AMP synthase, initial high-throughput assay, cell-free, RapidFire MS. Q8C6L5. recombinant mouse cGAS, cGAMP by RapidFire MS. inhibition, % at 12.5 µM. 130,000 compounds, 0.18% hits. AID 1259397, 2018;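 active = inhibition of cGAS enzyme activity at or above 60%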;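 also: enzyme stimulated by 45 bp dsDNA with ATP and GTP substrates; cGAMP share of summed cGAMP plus half ATP and half GTP signals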
Target sequence (Q8C6L5 whole entry, looked up): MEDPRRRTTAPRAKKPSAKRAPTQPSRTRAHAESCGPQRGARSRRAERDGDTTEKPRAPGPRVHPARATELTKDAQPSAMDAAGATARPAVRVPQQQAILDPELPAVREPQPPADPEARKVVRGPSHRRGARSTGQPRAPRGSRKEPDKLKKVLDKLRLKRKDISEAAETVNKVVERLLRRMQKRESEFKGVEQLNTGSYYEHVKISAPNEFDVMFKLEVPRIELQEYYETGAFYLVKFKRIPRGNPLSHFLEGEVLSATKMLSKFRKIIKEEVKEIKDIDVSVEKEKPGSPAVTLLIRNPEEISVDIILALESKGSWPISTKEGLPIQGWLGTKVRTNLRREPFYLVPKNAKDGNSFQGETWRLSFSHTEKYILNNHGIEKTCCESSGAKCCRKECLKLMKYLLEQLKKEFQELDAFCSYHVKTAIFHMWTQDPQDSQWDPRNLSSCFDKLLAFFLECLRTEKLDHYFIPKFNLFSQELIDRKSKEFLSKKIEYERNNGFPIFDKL
* marks the source's active call; other numbers are inactive results; & = joins results of further samples.

SMILES | mcGAS MS inh
Cc1cc(C)cc(OCC(O)CN2CCOCC2)c1 (centres undefined) | 3
CC(=O)NC(C)(C)c1noc(CCc2cccc(F)c2F)n1 | -5&-5
N#CC(C(=S)Nc1ccc(F)cc1F)c1nc2ccccc2s1 (centres undefined) | 9
O=C(NCc1ccccc1)c1cccc(OC2CCN(C3Cc4ccccc4C3)CC2)c1 | -5
COc1ccc(-c2nn(C)c(=O)c3ccccc23)cc1CNS(C)(=O)=O | -8
NC(=O)NC12CC3CC(CC(C3)C1)C2 | -5
CCOC(=O)c1cnc(N)[nH]1 | -7
Cc1ccc(-n2ncc3c(C)n[nH]c(=S)c32)cc1C | -4
CC(C)c1ncc(S(=O)(=O)N2CCC3CCC(C2)N3C(C)C)[nH]1 (centres undefined) | -9
CCN(C(=O)CSc1nc(N)nc(N)n1)C1=CCCC1 | -12&0
CNS(=O)(=O)c1ccc(/C=C/C(=O)N(C)Cc2cnn(C)c2)cc1 | -4
O=C1C(=Cc2cccnc2)SC(=S)N1N=Cc1cccnc1 | 2
CC(C)C(NC(=O)CS(C)(=O)=O)c1ccccn1 (centres undefined) | -24
COc1cc(C(=O)NCCOC(C)C)ccc1OC1CCN(C2CCCC2)CC1 | -10
O=C(Nc1ccc(SC(F)F)cc1)C1CCOCC1 | 1
Cn1c(=O)[nH]c(=O)c2c1nc(N1CCCCC1)n2CCSc1nc2ccccc2[nH]1 | -17
CCC1(c2ccccc2)NC(=O)N(CC(=O)Nc2ccc(S(=O)(=O)N(C)C(C)C)cc2)C1=O (centres undefined) | -8
O=C(CC12CC3CC(CC(C3)C1)C2)NNC(=O)c1ccc(Cn2cccn2)cc1 | -32
CCS(=O)(=O)N1CCOC(CCCc2ccccc2)C1 (centres undefined) | -3
Cc1nc2ccnn2c(C)c1C(=O)O | -6
Cc1cc(C)c(C(=O)NCC2CCN(C3CCCC3)CC2)c(C)c1 | -5
CC(C)N(C)S(=O)(=O)Nc1cccc(-c2nccs2)c1 | -5
Cc1noc(C(F)(F)F)c1C(=O)NC1CCC(C)CC1 (centres undefined) | 12
CN(Cc1ccccc1)C1(C(=O)NCCc2cnn(C)c2)Cc2ccccc2C1 | -7
COc1ccc(C=C2N=C(C(C)(C)C)OC2=O)c(OC)c1 | -9
CNC(=O)c1sc(COc2ccccc2-c2ccccc2)nc1C | 4
CC1(C)CNC(=O)c2nc(-c3cccc(OC(F)F)c3)[nH]c2C1 | -11
CC(OCC1CCCCO1)C(=O)N1CCCC1C1CCCN1C (centres undefined) | -1
CN1CCCC2(CCN(c3nc(-c4ccncc4)nc4c3CNC4)C2)C1=O (centres undefined) | 14
CCN1CCCC(CN(C)Cc2ccc(-n3ccnc3)cc2)C1 (centres undefined) | -16
CN(C)C1CCN(Cc2nnc(CC3CCNCC3)n2C)C1 (centres undefined) | -4
O=C(Nc1ccc(-n2cccn2)cc1)C1CCN(CC2CCOC2)CC1 (centres undefined) | -3
C=C(C)CN1N=C(C)Cn2c1nc1c2c(=O)n(Cc2ccc(F)cc2)c(=O)n1C | 2
COc1ccc(OC)c2sc(N(CC3CCCO3)C(=O)c3cc(C)nn3C)nc12 (centres undefined) | -5
COc1cccc(C(=O)N2CCC(c3nc(C)cs3)CC2)c1OC | -2
O=[N+]([O-])CC1c2ccccc2C=CN1Cc1c(Cl)cccc1Cl (centres undefined) | -6
CCCc1cc(=O)n(CC(=O)Nc2ncccc2C)cn1 | -8
CC(=O)N1C=Cc2ccccc2C1CC(=O)OCc1cc(=O)oc2c(C)c(O)ccc12 (centres undefined) | -6
Nc1cncc(-n2ccnc2-c2ccccn2)c1 | -10
COC(=O)C1=C(C)N(C)C(=O)NC1c1ccc(C)cc1 (centres undefined) | -8
Cc1sc[n+](CC(=O)OC2CC(C)CCC2C(C)C)c1C (centres undefined) | 42
CCCC(C)(C)C(=O)N1CCC1(C)C(=O)Nc1cccc2ccccc12 (centres undefined) | 1
Cc1c(C(=O)NCc2ccco2)sc(=O)n1Cc1ccccc1F | -16
Cc1cc(C)n(CCCNc2nc(CN3CCOCC3)nc3sc4c(c23)CCC4)n1 | -7
Cn1ccnc1CN1CCN(C(=O)CC(c2ccccc2)c2ccccc2F)CC1 (centres undefined) | -9
CCCCC1c2c(n(CCC)c(=O)[nH]c2=O)NC1C(F)(F)F (centres undefined) | -2
O=C(O)c1cccnc1CN1CCCC(c2nc3ccccc3o2)C1 (centres undefined) | -4
O=C(CC12CC3CC(CC(C3)C1)C2)OCCNC(=O)c1cccnc1 | 3
COc1ccccc1C1NC=C([N+](=O)[O-])C=C1[N+](=O)[O-] (centres undefined) | -5
Cc1nc(C(C)NC(=O)CCc2nnc(-c3ccsc3)o2)cs1 (centres undefined) | -4
N#Cc1ccccc1OCc1cccc(C(=O)O)c1 | -1
CSc1ccccc1NC(=O)Cc1csc(NC(=O)NC2CCCCC2)n1 | -8
CC(C)CCn1c(N2CCN(Cc3c(Cl)cccc3Cl)CC2)nc2c1c(=O)[nH]c(=O)n2C | -1
COC(=O)C1=CC(C(=O)c2cccs2)=NN(c2cccc(Cl)c2)C1C(=O)OC (centres undefined) | -4
Cc1ccc(N2C(c3ccccc3)C(C(=O)c3ccccc3)S2(=O)=O)cc1 (centres undefined) | -44
C/C=C/CC(=O)N(CC)Cc1cc(Cl)ccc1OC | -13
CCC1CN(C(=O)c2ccccc2Cl)CCC(=O)N1Cc1ccccc1 (centres undefined) | -4
O=S(=O)(CC1CCOC1)NCC(O)c1ccccc1 (centres undefined) | -2
Cc1cc(NC(=O)CCNC(=O)C2CNCC(=O)N2)ccc1F (centres undefined) | 10
Cc1ccc2oc(=O)n(CCC(=O)N3CCC4(CCCN(C)C4=O)C3)c2c1 (centres undefined) | -21
Additional compounds.
SMILES | mcGAS MS inh
Cc1ccc(-n2nnnc2/C=C/N2CCN(c3ccc(F)cc3)CC2)cc1 | -5
CN(C(=O)CN1CCN(C(=O)C2CC(=O)N(Cc3ccc(F)c(Cl)c3)C2)CC1)c1ccccc1 (centres undefined) | -1
O=C(NCC1CCN(c2ncccn2)CC1)NC(c1ccccc1)c1ccccc1 | -11
O=C(O)c1ccccc1C(=O)Nc1ccc(S(=O)(=O)Nc2nccs2)cc1 | 2
CC(C)CNC(=O)CN1C(=O)N(C)C2(CCC(C)CC2)C1=O (centres undefined) | -9
c1ccc2sc(NC3=NCN(CC4CCCO4)CN3)nc2c1 (centres undefined) | 4
c1cc2c(cc1N1COc3cc4c(cc3C1)OCO4)OCCO2 | -8
NS(=O)(=O)c1ccc(N2CCN(c3cccc(Cl)c3)CC2)nc1 | -8
Cc1ccc2c(CC(=O)NCCc3nnc4n3CCCCC4)coc2c1C | -7
Cc1cc(C)c2c(CC(=O)N3C[C@H]4C[C@H](O)[C@@H](O)C[C@H]4C3)coc2c1C | -10
Cc1cc(-n2c(SCC(=O)O)nnc2C2CC2)n(C)n1 | -12
CC1(C(=O)NS(=O)(=O)c2ccccc2OC(F)(F)F)CCN1C(=O)CC1CC1 (centres undefined) | -13
CCC(=O)c1ccc(OCC(=O)N2C[C@H](OC(C)C)[C@@H](O)C2)cc1 | -14
CCC(NC(=O)c1cnccn1)c1ccc(C)cc1 (centres undefined) | -2
COCCOC(=O)c1sc(=S)n(CCOC)c1N | 3
CC(C)C(=O)NCCc1cc(Br)ccc1F | 7
Cc1ccc2[nH]c(O)c(N=Nc3ccccc3[N+](=O)[O-])c2c1Br | 0
Cc1cc(O)cc(=O)n1CCCn1ccnc1 | -16
CCC(=O)NCCN1CCn2cc(OC)c(=O)cc2C1=O | -12
O=C(CC1CSc2nc3c(c(=O)n21)CCCC3)Nc1ccncc1 (centres undefined) | -12

The last 5 compounds of the part before open the next one.
SMILES | mcGAS MS inh
CC(C)C(=O)NCCc1cc(Br)ccc1F | 7
Cc1ccc2[nH]c(O)c(N=Nc3ccccc3[N+](=O)[O-])c2c1Br | 0
Cc1cc(O)cc(=O)n1CCCn1ccnc1 | -16
CCC(=O)NCCN1CCn2cc(OC)c(=O)cc2C1=O | -12
O=C(CC1CSc2nc3c(c(=O)n21)CCCC3)Nc1ccncc1 (centres undefined) | -12
COCCn1c(C)cn2c3c(=O)n(Cc4cc(C)ccc4C)c(=O)n(C)c3nc12 | -4
CN(C)C(=O)C(Nc1ccc(Br)cc1)c1ccccc1 (centres undefined) | 3
COc1cccc2c1OC(c1ccccn1)N1N=C(c3ccccc3)CC21 (centres undefined) | -22
CN1C[C@H](NS(=O)(=O)c2cc(Cl)ccc2Cl)C[C@H]1CO | -22
Cc1ccc(NC(=S)NC(=O)CC2CC(C)(C)OC2=O)cc1 (centres undefined) | -7
O=C(COC(=O)C1CC2CCCC(C1)C2=O)NC(=O)NC12CC3CC(CC(C3)C1)C2 (centres undefined) | -9
COc1ccc(-c2noc(COc3cc(Cl)c(Cl)cc3Cl)n2)c(OC)c1 | 2
CCOC(=O)C1(Cc2cccc(OC)c2)CCCN(Cc2cccc3nonc23)C1 (centres undefined) | -6
O=C(CCCC(=O)n1nnc2ccccc21)OCC(Cl)=C(Cl)Cl | -24
COC(=O)[C@@H]1C[C@@H](NC(=O)Nc2ccccc2)CN1CC1=CC[C@H]2C[C@@H]1C2(C)C | -7
COc1ccccc1CCNC(=O)CC1C(=O)NCCN1CC1CCCCC1 (centres undefined) | -6
CCN1CCC(N2CCC3(CCCN(Cc4ccc(C(C)C)cc4)C3)C2)CC1 (centres undefined) | -4
Cc1[nH]c(-c2ccccc2)nc1C(=O)N1C[C@@H]2[C@@H]3CC[C@@H](C3)[C@@H]2C1 | -17
Cn1c(SCC(=O)N2CCCC2)nc2sc3c(c2c1=O)CCCC3 | -3
O=C(COc1ccc(Cl)cc1)NCCn1nc(-c2cccnc2)ccc1=O | -4
CC(C)Oc1ccccc1CSc1nc(N)cc(N)c1C#N | 6
CN(Cc1ccccc1)c1ccc(C(=O)N2CCC(CN3CCCC3=O)CC2)cn1 | -8
Cc1ccc(-c2nc(C=Nc3ccc(C)cc3C)c(O)o2)cc1 | -13
CCCCCNc1cc(C)c(C#N)c2nc3ccccc3n12 | -2
COc1cccc(-c2cccc(C(=O)NCC3(O)CCCNCC3)c2)c1 (centres undefined) | -1

Molecules from the list above that have bromine:
SMILES | mcGAS MS inh
CC(C)C(=O)NCCc1cc(Br)ccc1F | 7
Cc1ccc2[nH]c(O)c(N=Nc3ccccc3[N+](=O)[O-])c2c1Br | 0
CN(C)C(=O)C(Nc1ccc(Br)cc1)c1ccccc1 (centres undefined) | 3

Further compounds follow.
SMILES | mcGAS MS inh
CC(C)Cc1cc(CNC(=O)c2cccc3c2NCCC3)no1 | -6
COc1cc2c(cc1OC)CN(c1nn(C)c(=O)n(C)c1=O)CC2 | -44
Cc1cc(Nc2ccccc2)nc(N2CCN(C(=O)c3ccc4ccccc4c3)CC2)n1 | -8
CCCc1nccn1Cc1ccc(Cl)s1 | 0
COc1ccccc1CN1CC(C(=O)NCc2cc(C)on2)CCC1=O (centres undefined) | -12
CCOC(=O)N1CCC(NC(=O)CC2C(=O)NCCN2Cc2cccc(F)c2F)CC1 (centres undefined) | 36
COc1ccc(C2CC(=O)Nc3c2c(=O)[nH]c2nc4ccccc4n32)cc1O (centres undefined) | -6
CC(C)NC(=O)C(C)S(=O)(=O)Cc1ccc(-n2cccn2)cc1 (centres undefined) | -2
O=S(=O)(Cc1ccccc1)NCC1CCCN(Cc2cc3ccccc3s2)C1 (centres undefined) | -7
C/C(=N/NC(=O)CSc1nnc(-c2ccccc2)n1-c1ccccc1)c1cccs1 | -4
Cc1ccc(C2CC(c3cccs3)=NN2C(=O)c2ccco2)o1 (centres undefined) | -5
CC(OC(=O)CCc1ccco1)C(=O)Nc1ccc(N2CCCCC2)cc1 (centres undefined) | -5
Cc1cc(C)cc(NC(=O)CSCCn2c(C)csc2=O)c1 | 6
CN1CCCC(CCNC(=O)Cn2ccc(=O)c3ccccc32)C1 (centres undefined) | -9
COC(=O)c1cc(I)c2cc[nH]c2c1 | -13
Cc1nsc(NC(=O)NC2Cc3ccccc3C2)n1 | -9
CCCS(=O)(=O)NC1CCN(Cc2csc(C3CCCCC3)n2)CC1 | -4
COc1ccc(CCn2c(SCC(N)=O)nc3nccnc3c2=O)cc1OC | 11
O=C(NCC1(N2CCOCC2)CCCCC1)c1cn(Cc2cccc3ccccc23)nn1 | -9
Cc1nc(=O)c(-c2ccccc2)c(C)n1-c1ccccc1 | -23
Cc1nc(SCc2cc(=O)[nH]c(C3CC3)n2)n(Cc2ccc(Cl)cc2)c1C | -6
CCCn1ncc(C(=O)NCc2nnc(-c3ccccc3)o2)c1C | -19
Cc1cc(CN(C(C)C)C2CCCCC2O)on1 (centres undefined) | -2
COc1cccc(-n2nnc3c(=O)n(CC(=O)NCc4ccc(F)cc4)cnc32)c1 | 9
Cc1nc(C)n(CC2CCCN2C2CCOC2=O)n1 (centres undefined) | -4
CC(NC(=O)c1cc(COc2ccccc2)[nH]n1)c1cn2ccsc2n1 (centres undefined) | -7
CCC(=O)c1cnc2c(=O)n(C)c(=O)n(C)c2n1 | 5
CCc1cn[nH]c1C1CCN(C(=O)c2cc(CC(C)C)nn2CC)CC1 | -3

In a second layout: entries from further up
SMILES,mcGAS MS inh
CCC(=O)c1cnc2c(=O)n(C)c(=O)n(C)c2n1,5
Cc1nc(SCc2cc(=O)[nH]c(C3CC3)n2)n(Cc2ccc(Cl)cc2)c1C,-6
Cc1cc(CN(C(C)C)C2CCCCC2O)on1 (centres undefined),-2
COc1cccc(-n2nnc3c(=O)n(CC(=O)NCc4ccc(F)cc4)cnc32)c1,9

Source: PubChem BioAssay (Fisher Drug Discovery Resource Center)

The list is partial (hit frequency here may not be typical).
